# CHRM4 antagonist: antagonists of human muscarinic M4 receptor (CHRM4); CHO-hM4 cells, ACh EC80, Fluo-8 calcium fluorescence; inhibition, % at 3 µM; 360,000 tested, 0.73% active;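 active = inhibition above its plate's cutoff, the mean inhibition of sample wells plus 3 SD, cut at about 27% in these data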;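 also: 0% = acetylcholine EC80 with DMSO and 100% = DMSO without agonist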
# Target sequence (P08173 whole entry, looked up): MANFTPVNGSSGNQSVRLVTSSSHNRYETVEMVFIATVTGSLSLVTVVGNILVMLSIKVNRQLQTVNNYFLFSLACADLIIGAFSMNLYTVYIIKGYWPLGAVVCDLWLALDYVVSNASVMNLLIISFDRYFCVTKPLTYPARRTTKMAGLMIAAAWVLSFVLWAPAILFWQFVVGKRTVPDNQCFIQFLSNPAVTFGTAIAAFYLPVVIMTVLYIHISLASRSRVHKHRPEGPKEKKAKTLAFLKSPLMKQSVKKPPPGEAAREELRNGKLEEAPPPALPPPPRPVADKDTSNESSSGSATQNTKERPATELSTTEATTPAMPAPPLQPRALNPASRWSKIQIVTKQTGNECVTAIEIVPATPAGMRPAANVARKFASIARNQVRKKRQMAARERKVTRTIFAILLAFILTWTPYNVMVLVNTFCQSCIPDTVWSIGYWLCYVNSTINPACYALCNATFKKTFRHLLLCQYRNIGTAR
# M1 antag: blocks human M1 muscarinic receptor; P11229; CHO-K1 hM1, Fluo-8 calcium fluorescence, ACh EC80 antagonist; inhibition, % at 3 µM; 360,000 tested, 1.3% active;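 active = percent inhibition above its own plate's cutoff, namely the mean of that plate's compound wells plus 3 SD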;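 also: peak over basal fluorescence ratio during 140 s after agonist addition; 0% = ACh EC80 plus DMSO and 100% = DMSO alone without agonist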
# Target sequence (P11229 whole entry, looked up): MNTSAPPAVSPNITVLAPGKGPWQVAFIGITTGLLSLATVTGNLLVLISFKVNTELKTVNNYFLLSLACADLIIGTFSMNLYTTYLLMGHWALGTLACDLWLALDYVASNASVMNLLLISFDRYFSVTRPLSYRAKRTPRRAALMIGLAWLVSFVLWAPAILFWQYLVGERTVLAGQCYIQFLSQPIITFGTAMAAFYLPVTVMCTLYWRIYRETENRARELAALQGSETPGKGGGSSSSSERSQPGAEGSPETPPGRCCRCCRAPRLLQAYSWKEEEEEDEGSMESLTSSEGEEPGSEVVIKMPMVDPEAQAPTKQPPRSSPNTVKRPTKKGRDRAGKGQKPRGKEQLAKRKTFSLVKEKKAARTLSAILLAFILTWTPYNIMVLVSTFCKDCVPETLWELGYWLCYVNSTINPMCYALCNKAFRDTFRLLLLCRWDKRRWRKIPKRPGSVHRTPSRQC
# M4 ag: agonists of human muscarinic M4 receptor (CHRM4); CHO-K1 hM4/Gqi5, Fluo-8 calcium fluorescence; vehicle 0%, full acetylcholine response 100%; activation, % at 3 µM; 360,000 tested, 0.14% active;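 active = activation above the run mean over all test wells plus 3 SD, cut at about 32% in these data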;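 also: peak over basal fluorescence ratio per well then scaled between controls; 0% = DMSO wells and 100% = acetylcholine at EC100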
# OXTR potentiate: potentiators of human oxytocin receptor. 320,000 tested, 0.061% active. activation, % at 3 µM. CHO-OTR cells, Fluo-8 calcium fluorescence, potentiator mode; 0% = oxytocin EC15, 100% = EC100;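 active = activation above that plate's cutoff, the mean activation of tested compounds plus 3 SD, cut at about 6.6% in these data, passing the limit was not always enough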;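 also: 100% uses oxytocin at 75 nM as the full agonist control; some results filed as inactive read as strong as hits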
#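 Material: CHO-OTR cells, human receptor; compound dosing: single dose, 3.0 µM nominal final compound concentration; schedule: 6 min compound pre-incubation at room temperature, 100 s kinetic read; measured by: kinetic Fluo-8 calcium fluorescence; read-out basis: % activation vs EC15 and EC100 oxytocin; controls: EC15 oxytocin alone as 0%, 75 nM oxytocin as 100%; replicates: singlicate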
# M1 ag: human M1 muscarinic receptor agonism; 360,000 tested, 0.33% active; CHO-K1 hM1, Fluo-8 calcium fluorescence, agonist mode; 0% DMSO, 100% acetylcholine EC100; AID 588814; activation, % at 3 µM; P11229;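 active = activation above the run's mean compound activation plus 3 SD, cut at about 16% in these data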;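 also: peak over basal fluorescence ratio within a 140 s kinetic read after compound addition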
# CHO-K1 Ca ag: nonselective activator or artifact in parental CHO-K1 cells; activation, % at 3 µM; 360,000 tested, 0.48% active; Fluo-8 calcium fluorescence; scaled to maximal ATP response, vehicle zero; in the data active = activation above about 15%;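 also: untransfected CHO-K1 host cells lacking M1 receptor as counterscreen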
# CHRM1 PAM: potentiates human M1 receptor response to acetylcholine | CHO-K1 hM1, Fluo-8 calcium fluorescence, ACh EC20; 0% = ACh EC20, 100% = maximal ACh | 360,000 tested, 0.088% active | activation, % at 3 µM | AID 588819 | P11229; in the data active = activation above about 19%, passing the limit was not always enough
# CHO parental Ca: counter-screen: ATP calcium response change in parental CHO cells. parental CHO-K1, ATP-induced calcium, Fluo-8 fluorescence. 330,000 tested, 0.63% active. inhibition, % at 5.6 µM;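 active = inhibition above that plate's mean sample inhibition plus 3 SD, cut at about 26% in these data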;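 also: 0% = ATP-challenged DMSO wells and 100% = DMSO wells without ATP; some compounds past the cut are filed as inactive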
#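 Assay system – parental CHO cells · Reagent – ATP stimulus · Detection – intracellular calcium via Fluo-8 no-wash fluorescent dye · Evaluation – percent inhibition of ATP-evoked calcium rise, normalized to controls · Controls – ATP wells versus no-ATP DMSO wells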
# CHO-K1 Ca antag: M1 antagonist counterscreen hit in parental CHO-K1 cells; ATP-induced calcium, Fluo-8 fluorescence; inhibition, % at 3 µM; 360,000 tested, 0.6% active; AID 602250;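 active = inhibition above a per-plate cutoff, the plate's mean sample inhibition plus 3 SD, cut at about 24% in these data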;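 also: 0% = DMSO plus EC80 ATP and 100% = DMSO alone without ATP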
# Starred values were filed as active, the others as inactive; · = no result given.
1. CCC1=C(OC(=O)N(CC)CC)N2C(=O)OC(=NCCc3c[nH]c4ccccc34)[C@]2(C)[C@H]2C1=CC[C@H]1C(=O)N(C)C(=O)[C@H]12
2. COc1ccc(-n2ncc3c2CC(C)(C)CC3NC(=O)C2=CC(=O)CC(C)(C)O2)cc1 (stereo not given)
3. CC(C)(C)c1ccc(C2(C)NC(=O)N(CC(=O)c3ccc[nH]3)C2=O)cc1 (stereo not given)
4. Cc1ccc(-n2sc3ccccc3c2=O)cc1S(=O)(=O)N1CCCCC1
5. CN(C=O)c1cc([N+](=O)[O-])ccc1OCc1ccccc1
6. Cc1ccc(C)c(Cn2c(=O)n(-c3ccc(CC(=O)NCc4ccco4)cc3)c(=O)c3sccc32)c1
assay / compound	1	2	3	4	5	6
CHRM4 antagonist	-6	6	-9	18	-9	-6
M1 antag	-1	11	-1	-4	-17	-6
M4 ag	2	0	12	23	2	1
OXTR potentiate	-3	-5	-12	-13	·	-7
M1 ag	-4	-4	12	9	-4	-1
CHO-K1 Ca ag	-0.1	0.0	5.7	8.4	0.5	0.7
CHRM1 PAM	7	0	17	0	9	9
CHO parental Ca	-15	-21	-11	11	·	2
CHO-K1 Ca antag	-17	8	-8	-15	-14	-14

7. CN(Cc1ccccc1)C(=O)COC(=O)c1ccccc1SCC(=O)N1CCCC1
8. NC(=O)CC[C@H](NC(=O)c1ccc(F)cc1)C(=O)OCC(=O)Nc1ccc(N2CCOCC2)cc1
9. Cc1ccc(C(=O)c2ccccc2C(=O)OCC(=O)NCCc2ccccc2)cc1
10. COc1ccc(N2CCN(C(=O)CNS(=O)(=O)c3ccc(C)c(C)c3)CC2)cc1
11. O=C(Nc1ccccc1-c1ccccc1)NC1CC2CCCC(C1)N2CCc1ccccc1 (stereo not given)
12. O=C1c2ccccc2S(=O)(=O)N1CC1CC(c2ccccc2Cl)=NO1 (stereo not given)
assay / compound	7	8	9	10	11	12
CHRM4 antagonist	1	-12	4	-3	29*	7
M1 antag	10	-11	5	-5	24	0
M4 ag	12	0	3	1	0	10
OXTR potentiate	·	5	-8	-11	0	-7
M1 ag	-1	-6	-11	-11	-10	-6
CHO-K1 Ca ag	5.0	0.5	2.4	0.6	-0.4	4.7
CHRM1 PAM	-7	11	-5	9	-29	-1
CHO parental Ca	·	7	5	-7	-32	-16
CHO-K1 Ca antag	2	-11	3	6	4	-4

13. CC(C(=O)NN=C(c1ccccc1)c1ccccc1)N1CCOCC1 (stereo not given)
14. C=CCNC(=O)CN1CCC(c2nc3ccccc3[nH]2)CC1
15. CNC(=O)c1[nH]cnc1C(=O)Nc1ccc(C)cc1
16. CNc1ccncc1S(=O)(=O)NC
17. COc1ccc(-n2nc3cc(N)c(Br)cc3n2)cc1
18. O=C(CN1C(=O)c2ccccc2C1=O)Nc1cccnc1
assay / compound	13	14	15	16	17	18
CHRM4 antagonist	10	6	0	-3	-3	-2
M1 antag	6	-13	1	0	3	-9
M4 ag	0	0	3	1	3	0
OXTR potentiate	-16	-8	-7	0	-6	-7
M1 ag	-4	-2	-4	-6	-2	-3
CHO-K1 Ca ag	-0.2	0.1	-0.3	0.5	0.6	0.2
CHRM1 PAM	-1	12	0	1	-4	7
CHO parental Ca	4	-12	-1	-2	-6	-2
CHO-K1 Ca antag	-15	5	-10	-7	1	-5

19. Cc1ccc(S(=O)(=O)N(NC2=NS(=O)(=O)c3ccccc32)C(=O)c2ccccc2)cc1
20. Cc1cc(N)n(-c2ccccc2C)n1
21. C#CCOc1ccc(/C=C2/C(=O)ON=C2C)cc1Cl
22. CCCCn1c(O)c(N=Nc2ccccn2)c2ccccc21
23. COc1ccc(Cl)cc1CC1(C)C(=O)Nc2ccc(-c3ccccc3OC)cc21 (stereo not given)
24. Cc1cccc(/C=N/NC(=O)c2ccc(NC(=O)c3ccccc3Cl)cc2)n1
assay / compound	19	20	21	22	23	24
CHRM4 antagonist	-4	1	-12	-9	-8	-7
M1 antag	0	-6	-19	-7	1	-18
M4 ag	1	1	1	-1	-1	2
OXTR potentiate	-3	-2	-10	-8	·	-4
M1 ag	-3	-2	-3	-2	-3	-4
CHO-K1 Ca ag	-0.2	-0.1	0.1	0.1	0.0	1.0
CHRM1 PAM	5	9	9	6	-1	14
CHO parental Ca	-10	-6	-7	-31	·	-2
CHO-K1 Ca antag	-6	3	-12	10	0	-13

25. O=C(C1CC(=O)N(c2ccc3c(c2)OCCO3)C1)N1CCN(S(=O)(=O)c2cccc(F)c2)CC1 (stereo not given)
26. O=C(OCc1ccccc1)N1CCC2CC1c1ccc(N3CCNCC3)cc12 (stereo not given)
27. O=C(CCN1C(=O)c2ccccc2C1=O)NCc1ccc(F)cc1
28. COc1ccc(CNc2ncccn2)cc1OC
29. Cc1cc(C(=O)Nc2ccc3nc(C)sc3c2)c2ccccc2n1
30. CCOC(=O)c1c(-c2ccc(C)o2)csc1NC(=O)CSc1nnnn1-c1ccccc1
assay / compound	25	26	27	28	29	30
CHRM4 antagonist	-3	0	-34	-6	4	30*
M1 antag	4	6	-22	-3	-19	-3
M4 ag	5	9	1	1	3	9
OXTR potentiate	·	·	-3	-6	-11	0
M1 ag	-6	-9	-3	-2	2	-2
CHO-K1 Ca ag	1.0	2.4	0.3	0.6	3.6	2.9
CHRM1 PAM	0	-18	23	5	13	8
CHO parental Ca	·	·	0	-1	0	6
CHO-K1 Ca antag	-9	6	-6	-5	-12	-16

31. CC(OC(=O)c1cc(=O)[nH]c2ccccc12)C(=O)NC1CCCCC1C (stereo not given)
32. Cc1nccn1CCCN1C(=O)CNC1=S
33. N=C1/C(=C/c2cccn2CCOc2ccccc2)C(=O)N=C2SC=C(c3ccccc3)N12
34. C=CCC1(O)C(=O)N2C(=C1C(=O)N1CCOCC1)c1ccccc1CC2(C)C (stereo not given)
35. OC(CN(c1ccccc1)c1ccccc1)Cn1cnc2ccccc21 (stereo not given)
36. N#CC(=C(O)COC(=O)Cc1c[nH]c2ccccc12)c1nc2ccccc2[nH]1
assay / compound	31	32	33	34	35	36
CHRM4 antagonist	-21	6	-14	4	-6	-12
M1 antag	-2	7	13	-9	-6	-5
M4 ag	1	0	0	2	6	8
OXTR potentiate	-7	-10	-5	-3	-18	·
M1 ag	-2	-9	-4	1	-4	0
CHO-K1 Ca ag	-0.2	1.5	1.5	-0.1	1.2	5.6
CHRM1 PAM	5	-4	-6	0	1	4
CHO parental Ca	-12	-4	11	-7	0	·
CHO-K1 Ca antag	9	-1	-7	-10	1	10

37. CCOC(=O)N1CCN(S(=O)(=O)N2CCCC(C(=O)NCc3cccc(OC)c3)C2)CC1 (stereo not given)
38. O=C(CN1CCN(c2cccc(C(F)(F)F)c2)CC1)N(C1CC1)C1CCS(=O)(=O)C1 (stereo not given)
39. CCCn1ncc(CN2CCC(CO)(Cc3ccc(OC)cc3)CC2)c1C
40. COc1ccc(C(=O)N2CCC(n3nccc3NC(=O)C3CC3)CC2)c(OC)c1OC
41. Cn1nnnc1Sc1ncnc2scc(-c3ccccc3C(F)(F)F)c12
42. Cc1nn(Cc2ccccc2Cl)c(C)c1NC(=O)NC12CC3CC(CC(C3)C1)C2
assay / compound	37	38	39	40	41	42
CHRM4 antagonist	-10	-23	12	-9	-11	1
M1 antag	-1	-4	42*	12	8	2
M4 ag	1	3	1	4	4	1
OXTR potentiate	-6	-4	-6	-20	-1	-16
M1 ag	0	-8	-14	-1	-12	-5
CHO-K1 Ca ag	0.8	1.8	-0.2	0.3	-0.2	0.9
CHRM1 PAM	5	0	-32	-2	-5	4
CHO parental Ca	-6	-18	-17	-9	-26	-30
CHO-K1 Ca antag	4	-12	-7	6	-8	-7

43. O=C(Nc1ccccc1)Nc1n[nH]c2nnc(-c3ccccc3)c(-c3ccccc3)c12
44. COC(=O)C[C@@H]1C[C@H]2c3cc(NC(=O)C4CCC4)ccc3O[C@H]2[C@@H](CO)O1
45. COc1ccc(NC(=O)C2CCN(c3nc(C)nc4c3CCC4)CC2)cc1
46. COc1ccc(CC(=O)O/N=C(\N)c2ccc(Br)cc2)cc1OC
47. Cc1ccc(CSc2nc3ccsc3c(=O)n2Cc2ccccn2)cc1
48. COc1ccc(C(=O)Cc2nnc(C)s2)c(OC)c1
assay / compound	43	44	45	46	47	48
CHRM4 antagonist	7	-13	6	6	1	4
M1 antag	-7	-5	-2	3	2	-4
M4 ag	1	1	4	5	-1	1
OXTR potentiate	-5	·	-12	-15	-4	-4
M1 ag	-2	0	-6	-1	-6	-4
CHO-K1 Ca ag	0.0	-0.5	1.7	3.9	1.3	0.0
CHRM1 PAM	-1	5	3	-6	5	3
CHO parental Ca	-13	·	3	10	-21	-22
CHO-K1 Ca antag	4	9	-7	1	-8	-2

49. CCN(CC)CCCN=Cc1c(O)n(-c2ccccc2C)c(=O)c2ccccc12
50. CC(=O)OCC1(O)CC23CCC4c5ccoc5CCC4(C)C2CCC1C3 (stereo not given)
51. Cc1cc(C)c(S(=O)(=O)c2ccccc2)c(=O)[nH]1
52. CCCCn1c(N)c(N(CC)C(=O)CCNC(=O)c2ccc(Cl)cc2)c(=O)[nH]c1=O
53. CCOc1ccc(N2C(=O)NC(Cc3c[nH]c4ccccc34)C2=O)cc1 (stereo not given)
54. COc1cc2c(cc1OC)C(C)N(C(=S)NC(=O)c1ccccc1)CC2 (stereo not given)
assay / compound	49	50	51	52	53	54
CHRM4 antagonist	18	9	-7	2	12	-6
M1 antag	6	-13	-7	-8	-5	-4
M4 ag	9	3	2	0	1	9
OXTR potentiate	5	·	-3	2	-12	-18
M1 ag	-2	-2	-3	-1	-7	-1
CHO-K1 Ca ag	3.0	0.7	1.0	1.7	0.1	5.1
CHRM1 PAM	-4	4	6	7	1	2
CHO parental Ca	-1	·	-8	-6	-20	-6
CHO-K1 Ca antag	-3	-12	-14	-14	-4	-4

55. C=C1C(=O)OCC2C(C(=O)O)=CC3C(C)C(C)=CC123 (stereo not given)
56. CCCCc1ccc(NC(=O)CSc2nc(=O)n(CCN(CC)CC)c3c2CCCC3)cc1
57. O=C(Cc1ncc(C(F)(F)F)cc1Cl)NCc1ccco1
58. COc1ccc(/C=C2\Oc3cc(OCC(=O)N4CC(O)C[C@H]4C(=O)O)ccc3C2=O)cc1OC (stereo not given in full)
assay / compound	55	56	57	58
CHRM4 antagonist	-14	10	7	-13
M1 antag	-1	66*	-2	-6
M4 ag	0	0	0	0
OXTR potentiate	·	-8	-3	-1
M1 ag	3	-8	-3	-1
CHO-K1 Ca ag	1.0	3.6	0.2	-0.2
CHRM1 PAM	-3	-26	4	4
CHO parental Ca	·	-46	-22	-15
CHO-K1 Ca antag	22	-3	-15	16
